PME-1 inh: blocks human protein phosphatase methylesterase 1. Q9Y570. recombinant PME-1, FP-Rh probe fluorescence polarization. inhibition, % at 5.9 µM. actives 0.53% (n = 320,000). AID 2130;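 active = inhibition above the campaign mean of all compounds plus 3 SD, cut at about 26% in these data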;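 also: competitive labeling of PME-1 active site by serine hydrolase directed probe; 0% = PME-1 with DMSO and 100% = wells lacking PME-1 enzyme; inhibitors block probe labeling so polarization falls and inhibition rises; many of its hits are not listed in these tables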
MEX-5 binding: C. elegans MEX-5 TCR-2 RNA binding activity; MEX-5/FITC-TCR2 RNA binding, fluorescence polarization; stronger effect = lower value; activity score (negative = inhibition of binding), % at 10 µM; actives 0.38% (n = 300,000); AID 1832;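 active = inhibition past about -25% in most replicates, and total fluorescence under double the plate's negative control median, limit read from the data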;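 also: 0% = DMSO and -100% = 5 µM competing unlabeled TCR2 RNA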
Target sequence (Q9XUB2 whole entry, looked up): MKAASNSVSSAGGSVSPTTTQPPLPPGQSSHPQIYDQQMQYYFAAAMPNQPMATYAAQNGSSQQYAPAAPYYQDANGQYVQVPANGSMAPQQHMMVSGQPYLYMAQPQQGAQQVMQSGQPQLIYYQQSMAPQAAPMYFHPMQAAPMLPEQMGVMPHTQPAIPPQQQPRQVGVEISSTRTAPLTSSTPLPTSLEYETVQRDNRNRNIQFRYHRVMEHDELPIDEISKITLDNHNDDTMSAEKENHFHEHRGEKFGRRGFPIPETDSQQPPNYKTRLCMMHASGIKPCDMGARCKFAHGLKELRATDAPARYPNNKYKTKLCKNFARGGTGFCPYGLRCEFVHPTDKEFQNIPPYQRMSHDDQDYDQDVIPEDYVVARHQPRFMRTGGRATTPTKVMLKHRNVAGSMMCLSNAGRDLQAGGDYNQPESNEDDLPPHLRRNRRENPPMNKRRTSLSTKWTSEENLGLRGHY
GRK2 aptamer HTS: blocks RNA aptamer binding to human GRK2. actives 0.59% (n = 330,000). inhibition of aptamer binding, % at 10 µM. AID 488847. P25098. bead flow cytometry, FAM-aptamer displacement from GRK2;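 active = inhibition of aptamer binding above 40%, roughly 3 SD of noise, on plates passing a quality check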;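 also: median bead fluorescence of bound FAM aptamer so fluorescent compounds give negative values; no value below 0 was filed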
VLA-4 inh: inhibition in a human VLA-4 binding assay | P13612 | VLA-4 expressing cells, ligand binding flow cytometry | inhibition, % (about 7 µM as worked out from the volumes in the protocol) | actives 0.2% (n = 330,000); in the data active = inhibition above about 50%
Bcl-xL primary: blocks human Bcl-xL binding to Bim BH3 peptide | GST-Bcl-xL / FITC-Bim BH3 peptide fluorescence polarization | inhibition, % at 10.9 µM | actives 0.7% (n = 320,000);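 active = inhibition above the mean of all tested compounds plus 3 SD, cutoff set per campaign, cut at about 30% in these data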;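 also: 0% = DMSO wells and 100% = unlabeled Bim-BH3 peptide competitor; inhibitors lower millipolarization by displacing the labeled peptide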
Fam108B inh: Fam108B inhibition, counter-screen for RBBP9 inhibitors. recombinant Fam108B, FP-Rh probe fluorescence polarization. inhibition, % at 9.51 µM. actives 0.33% (n = 300,000). AID 1947;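 active = inhibition above the screen mean inhibition plus 3 SD, computed separately per campaign, cut at about 18% in these data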;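 also: inhibitors lower polarization as less probe binds the enzyme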
GLD-1 RNA inh: GLD-1-TGE RNA interaction inhibition (C. elegans) | inhibition, % at 5.96 µM | AID 2280 | purified GLD-1 + fluorescein TGE RNA, fluorescence polarization | Q17339 | actives 0.44% (n = 320,000);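 active = percent inhibition above a per-plate cutoff, the plate mean of test compounds plus 3 SD, cut at about 30% in these data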;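 also: 0% = DMSO wells with GLD-1 and probe and 100% = wells lacking GLD-1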
Target sequence (Q17339 whole entry, looked up): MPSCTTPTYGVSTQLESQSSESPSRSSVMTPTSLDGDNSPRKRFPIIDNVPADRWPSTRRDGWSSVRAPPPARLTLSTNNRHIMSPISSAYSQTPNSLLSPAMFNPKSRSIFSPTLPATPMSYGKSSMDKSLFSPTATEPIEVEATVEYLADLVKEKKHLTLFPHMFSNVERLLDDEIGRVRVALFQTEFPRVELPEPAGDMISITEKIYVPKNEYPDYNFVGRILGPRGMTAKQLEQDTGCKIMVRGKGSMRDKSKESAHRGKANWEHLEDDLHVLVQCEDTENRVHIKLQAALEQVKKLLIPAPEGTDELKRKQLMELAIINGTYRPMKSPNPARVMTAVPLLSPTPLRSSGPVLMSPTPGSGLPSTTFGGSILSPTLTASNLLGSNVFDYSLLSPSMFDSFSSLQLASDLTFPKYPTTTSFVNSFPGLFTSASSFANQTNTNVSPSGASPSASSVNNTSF
Efflux pump mplx: blocks antifungal efflux pumps in multiplex yeast assay. S. cerevisiae Candida pump triplex, Nile Red efflux. inhibition, % at 10 µM. actives 0.44% (n = 330,000);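 active = plate passing quality check with inhibition over a set limit, or well fluorescence over plate mean plus 4 SD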;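 also: Nile Red retained in pooled yeast measured as flow cytometry median fluorescence; 0% = buffer negative control and 100% = Enniatin B positive control; higher means more Nile Red kept so more efflux inhibition; some compounds called inactive have numbers as strong as hits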
MCL1-BIM inh: inhibitors of human MCL1 binding to BIM-BH3 peptide; Q07820; GST-MCL1 / FITC-Bim-BH3 fluorescence polarization; inhibition, % at 10.9 µM; actives 0.68% (n = 320,000);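 active = inhibition above the mean inhibition of all tested compounds plus 3 SD, set per campaign, cut at about 40% in these data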;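 also: 0% = DMSO wells and 100% = unlabeled Bim-BH3 peptide control; higher means more loss of mP so more displacement of Bim peptide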
* marks the source's active call; other numbers are inactive results; nt = no result given. A portion of the library. The share of hits here may be higher or lower than overall.

compound	PME-1 inh	MEX-5 binding	GRK2 aptamer HTS	VLA-4 inh	Bcl-xL primary	Fam108B inh	GLD-1 RNA inh	Efflux pump mplx	MCL1-BIM inh
COC(=O)C1CCCN1S(=O)(=O)c1ccc([N+](=O)[O-])cc1 (stereo not given)	2	-0.3	7	3	4	3	-8	0.2	-11
Cc1cccc(NC(=O)CSc2nnc(CSc3nc(C)cc(C)n3)n2Cc2ccco2)c1	-11	0.7	0	-1	-6	0	2	0.2	-5
CCN(CC)CCCN1C(=O)C(=O)/C(=C(/O)c2ccc(OC)cc2)C1c1ccco1 (stereo not given)	-2	-2.5	3	11	2	4	1	0.0	-5
Cc1onc(-c2ccccc2Cl)c1C(=O)N1CCN(c2ccc(F)cc2)CC1	-2	-1.4	2	-11	-1	-2	7	0.0	-4
Cc1ccc(CCNC(=O)CNS(=O)(=O)c2ccc3nc(C)sc3c2)cc1	6	1.9	0	18	7	0	-8	0.1	-1
Cc1ccc(-c2csc(=S)n2CC(=O)OCC(=O)NCc2ccco2)cc1	2	-0.3	2	8	0	-3	-5	0.2	5
O=C(COC(=O)c1cncc(Br)c1)Nc1ccc(N2CCCCC2)cc1	1	nt	0	6	0	nt	-2	0.1	-4
CC(=O)Cc1nsc(NC(=O)c2cn(-c3ccccc3)nc2-c2ccc(Br)cc2)n1	-5	-1.5	5	3	2	-4	-2	0.0	-6
CCCC(C)NC(=O)c1cc(C(=O)OC)cc([N+](=O)[O-])c1 (stereo not given)	4	-0.4	0	7	5	2	-5	0.1	-6
CCn1c2ccccc2c2cc(NC(=O)C(C)OC(=O)c3ccc(NC(=O)CC#N)cc3)ccc21 (stereo not given)	1	nt	0	-13	-5	nt	-13	0.4*	-5
CSc1c(C#N)sc(=S)n1-c1ccc(C)cc1	-3	-2.0	3	-4	6	0	-1	0.1	2
CC(OC(=O)c1ccccc1Br)C(=O)Nc1nc(-c2cccc([N+](=O)[O-])c2)cs1 (stereo not given)	0	-4.7	2	15	4	-5	7	0.0	-12
CCn1c(C(Cc2ccccc2)NC(=O)COC)nc2ccccc21 (stereo not given)	1	-1.2	0	5	-4	-2	-2	0.0	-1
CC(C)(C)OC(=O)N1CCOCCOCCNCCOCCOCC1	-5	3.3	3	18	-2	5	0	-0.1	8
CCOc1ccc(C2=Nc3ccccc3C(c3ccc(N4CCOCC4)cc3)=NN2)cc1	-1	-1.4	0	-4	0	-4	-1	0.0	-8
Cc1cc(C)cc(C(=O)Nc2ccncc2)c1	5	2.8	0	14	-7	-6	-9	0.6	-6
O=[N+]([O-])c1cc(/C=N/Nc2nc3ccccc3[nH]2)c(O)cc1O	17	-4.0	45*	0	10	19*	7	-0.1	23
Cc1ccc(Sc2ncccc2N)cc1	0	nt	2	13	3	-5	-1	0.1	5
COC(=O)c1c(NC(=O)CSc2nnc3ccccn23)sc2c1CCC2	-1	0.1	1	3	1	-1	-4	0.0	-1
CC(C)c1ccc(Nc2nc(Cl)nc(NCc3ccco3)n2)cc1	-2	2.0	3	-2	16	0	5	-0.1	14
Nc1ncnc(Oc2ccccc2F)c1[N+](=O)[O-]	0	1.8	0	33	5	-1	-7	0.1	-3
Cc1cccc(Nc2ccccc2)c1	0	-1.9	0	-5	9	8	4	-0.1	9
N#Cc1c(-c2ccc(F)cc2)c2c([nH]c1=O)-c1ccccc1OC2	-2	-3.2	1	-35	-1	-5	5	0.1	3
O=C(CC1SC(=O)NC1=O)Nc1ccc(Cl)cc1 (stereo not given)	1	-0.9	3	-9	5	-6	-14	0.2	11
COc1ccccc1C1CCN(Cc2ccccc2Cl)CC1	4	0.4	0	4	1	2	6	-0.2	3
COc1ccc(CCNc2ncnc3[nH]ncc23)cc1OC	2	-4.2	8	-1	-6	-1	6	0.0	0
O=C(COC(=O)Cc1cccc(C(F)(F)F)c1)Nc1ccc2[nH]c(=O)[nH]c2c1	2	-1.4	0	3	0	-1	-2	0.1	-4
c1csc(C(c2nnnn2C2CCCC2)N2CCOCC2)c1 (stereo not given)	4	2.8	0	16	-2	-1	8	0.0	-4
COc1ccc(-n2c(SCC#N)nnc2-c2cccnc2)cc1	-4	-0.2	0	16	-4	-6	-5	0.6	-11
CN(CCNC(=O)C1CCC(=O)N(Cc2ccc(Cl)cc2)C1)CCc1ccccc1 (stereo not given)	1	-1.2	0	14	-9	-7	3	0.0	-1
CCn1cc(S(=O)(=O)c2ccc(Cl)cc2)c(=O)c2cc(OC)ccc21	1	-0.6	0	1	-1	2	1	-0.2	-1
CCOC(=O)C(CCC#N)(CCC#N)C(=O)OCC	4	-1.1	5	-1	3	-1	4	0.0	4
O=C(c1cccc(Br)c1)N1CCCC1	9	2.2	0	3	0	2	1	-0.1	-4
COc1ccc(OC)c(C2NC(=O)NC(C)=C2C(=O)Nc2ccc(C)cc2)c1 (stereo not given)	6	0.5	0	11	-6	1	3	-0.1	7
CC1CN(c2nc(Nc3ccccc3F)nc(N)c2[N+](=O)[O-])CC(C)O1 (stereo not given)	0	0.5	0	16	4	-2	0	0.0	1
Cc1ccc(N2N=C(c3ccc(F)cc3)CC2c2ccco2)cc1 (stereo not given)	-8	0.4	0	0	0	-4	6	0.2	1
Cc1cccc(CN2CCCC(C(=O)Nc3ccccc3Oc3cccnc3)C2)c1 (stereo not given)	5	0.5	0	-1	2	0	2	0.1	2
O=C(Nc1ccc(C(=O)NC2CCCCC2)cc1)c1cccnc1	-7	-0.9	0	-12	-1	-8	-4	0.1	-7
COCc1cc(=O)n2[nH]c(N)nc2n1	-3	-5.8	2	-2	4	-2	7	-0.1	11
COc1cc(C(=O)n2nc(C)cc2C)cc(OC)c1OC	-2	-1.6	0	9	4	0	-1	-0.1	8
COC(=O)c1ccc(NC(=O)CN2CCN(CC#N)CC2)cc1	0	-0.9	0	1	1	-3	7	0.0	23
Cn1c(SCC(=O)NC2CC2)nnc1-c1ccco1	2	nt	0	2	0	-4	-9	0.3	-2
CSCCC(NC(=O)c1ccc(Cl)cc1)C(=O)OCC(C)=O (stereo not given)	6	0.0	1	10	4	1	-5	0.0	-3
O=C(Nc1nnc(C(F)(F)F)s1)c1ccc(Br)s1	-2	0.3	1	-1	6	-1	7	-0.1	0
CC(C)C(Sc1nc(-c2ccccc2)cc(-c2ccccc2)c1C#N)C(=O)O (stereo not given)	-7	-3.6	1	4	9	-5	5	0.1	5
COc1ccccc1NC(=O)COC(=O)c1cnc(C)cn1	0	-2.0	2	33	3	3	3	0.0	4
O=C(CNC(=O)c1ccc(F)cc1)Nc1ccccc1C(F)(F)F	0	-1.9	3	-6	3	5	2	-0.1	2
COc1cccc(/C=C2\SC(=S)N(C(Cc3ccccc3)C(=O)O)C2=O)c1 (stereo not given)	-1	1.5	1	7	5	-7	4	0.0	14
N/C(CS(=O)(=O)c1ccc(F)cc1)=N\O	-3	-0.3	1	-3	-4	-3	-1	0.1	-5
Cc1cccc(-c2noc(CCCC(=O)NC3CCCCC3)n2)c1	0	-0.2	0	18	6	-3	-2	0.1	6

Remaining list, next part:
compound	PME-1 inh	MEX-5 binding	GRK2 aptamer HTS	VLA-4 inh	Bcl-xL primary	Fam108B inh	GLD-1 RNA inh	Efflux pump mplx	MCL1-BIM inh
COc1ccc(NC(=O)CSc2nnc(-c3cccs3)n2N)cc1S(N)(=O)=O	nt	nt	2	0	nt	nt	4	0.1	nt
Cc1noc(C)c1S(=O)(=O)N1CCCC(C(=O)NCCc2ccccc2)C1 (stereo not given)	-1	-2.1	0	-8	1	-1	0	0.0	1
Cc1cc(C)c(NC(=O)COC(=O)c2cc([N+](=O)[O-])ccc2N2CCOCC2)c(C)c1	5	-3.9	1	-6	1	1	-2	0.1	-6
C=CCOc1c(CCC)cc(CCC)cc1C(N)=O	-2	-0.9	0	-5	-4	0	1	0.1	-4
COc1ccc(-n2nc([N+](=O)[O-])c(=NCCCN3CCCC3=O)n2O)cc1	-2	-1.3	0	5	2	0	6	-0.1	5
CCCCOC(=O)CCc1c(C)[nH]c(=S)[nH]c1=O	-1	-2.2	2	15	5	-4	5	0.0	6
COCCNc1nc2nonc2nc1N1CCC(N(C)C)C1 (stereo not given)	-2	-2.5	4	7	2	-4	-6	0.0	0
CCOc1ccc(C(=O)Nc2cccc(SC)c2)cc1	-7	-2.8	3	20	9	-2	10	0.1	8
CCN(CC(=O)Nc1ccc(NC(C)=O)cc1)C(=O)c1ccc(=O)[nH]c1	-4	-1.5	0	3	4	3	-4	0.1	1
Cc1ccc(C(=O)N/C(=C\c2cn(C)c3ccccc23)C(=O)OCCN(C)C)cc1	1	-0.5	1	-5	-3	0	-25	0.0	-8
O=C(NCC(=O)N(CCN1CCOCC1)C(C(=O)NC1CCCC1)c1cccs1)c1ccco1 (stereo not given)	0	0.1	0	1	9	-1	2	0.1	12
COCCn1cnnc1SCC(=O)Nc1ccc(N2CCCCC2)cc1	-2	nt	0	12	-1	nt	1	-0.1	2
COc1ccc(CNC(=O)c2ccc[nH]2)cc1	-1	-4.4	0	9	11	4	4	-0.1	5
O=C(NCc1cccs1)c1ccc(N2CCCCC2)nc1	-2	-5.5	0	6	-2	2	6	0.0	2
Cc1ccc2nc(SCc3ccc([N+](=O)[O-])cc3)[nH]c2c1	-20	-2.2	0	nt	-13	0	-3	0.1	-12
O=C(CSc1ccc(Cl)cc1)Nn1cnnc1	1	-1.0	2	1	3	-2	1	0.0	12
C=CCN(C(C)=O)C1CC(=O)N(c2ccc(OCCC)cc2)C1=O (stereo not given)	-3	1.4	2	-1	2	2	-4	-0.2	0

Source: PubChem BioAssay
